From PubChem
MEKK2wt PB1 HTS = raises or lowers MEK5 binding to wildtype human MEKK2 PB1 domain; 1.1% of 290,000 active; Q9Y2U5; binding response (% of control), % at 10 µM; bead flow cytometry, Alexa488-MEK5 binding to MEKK2 WT; actives lie on both sides; AID 1531; in the data active = binding response below about 67% or above about 130%
V1aR counter = activates human V1a receptor in oxytocin agonist counter-screen; 0.25% of 320,000 active; CHO-V1R cells, Fluo-8 calcium fluorescence, agonist mode; 0% DMSO, 100% 3 nM vasopressin; activation, % at 3 µM; P37288;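 active = activation above the mean activation of all tested compounds plus 3 SD, per screening run, cut at about 20% in these data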;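 also: signal is peak over basal fluorescence ratio across a 100 second FLIPR read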
OXTR potentiate = potentiators of human oxytocin receptor; P30559; CHO-OTR cells, Fluo-8 calcium fluorescence, potentiator mode; 0% = oxytocin EC15, 100% = EC100; activation, % at 3 µM; 0.061% of 320,000 active;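 active = activation above that plate's cutoff, the mean activation of tested compounds plus 3 SD, cut at about 6.6% in these data, passing the limit was not always enough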;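 also: 100% uses oxytocin at 75 nM as the full agonist control; some results filed as inactive read as strong as hits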
Target sequence (P30559 whole entry, looked up): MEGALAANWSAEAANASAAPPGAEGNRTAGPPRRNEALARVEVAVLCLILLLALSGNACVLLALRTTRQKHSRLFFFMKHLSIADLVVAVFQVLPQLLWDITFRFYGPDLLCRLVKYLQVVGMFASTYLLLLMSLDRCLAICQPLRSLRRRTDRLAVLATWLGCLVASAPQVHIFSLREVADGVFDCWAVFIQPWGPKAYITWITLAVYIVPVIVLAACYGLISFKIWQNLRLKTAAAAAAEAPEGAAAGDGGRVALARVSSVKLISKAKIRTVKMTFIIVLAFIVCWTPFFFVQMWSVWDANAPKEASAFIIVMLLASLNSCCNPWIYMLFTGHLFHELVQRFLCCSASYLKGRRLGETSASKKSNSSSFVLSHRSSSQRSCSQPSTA
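Material: human OTR in CHO cells. Compound: 3.0 µM, one dose. Timing: compound 6 min at room temperature before oxytocin, 100 s read. Evaluation: % activation of max/min ratio relative to oxytocin controls. Replication: single well per compound, singlicate. Signal: Fluo-8 calcium dye fluorescence.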
GPR7 antagonist = human neuropeptides B/W receptor 1 antagonism; P48145; 1.1% of 290,000 active; GPR7-expressing cells, fluorescence antagonist assay; inhibition, % at 4.4 µM; in the data active = inhibition above about 16%, passing the limit was not always enough;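 also: cells stimulated with the agonist NPW; 0% = agonist with vehicle and 100% = vehicle without agonist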
Target sequence (P48145 whole entry, looked up): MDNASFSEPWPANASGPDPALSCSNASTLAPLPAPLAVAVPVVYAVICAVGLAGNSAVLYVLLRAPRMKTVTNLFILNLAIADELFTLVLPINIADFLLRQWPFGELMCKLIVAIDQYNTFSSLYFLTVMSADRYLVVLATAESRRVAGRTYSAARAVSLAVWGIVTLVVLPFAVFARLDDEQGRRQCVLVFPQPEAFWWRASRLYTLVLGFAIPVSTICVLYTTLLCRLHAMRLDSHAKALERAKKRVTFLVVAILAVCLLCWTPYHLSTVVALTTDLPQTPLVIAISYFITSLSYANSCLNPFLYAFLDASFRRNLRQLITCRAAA
M18AAP inhibitor = PfM18AAP enzyme inhibition. recombinant PfM18AAP, H-Glu-NHMec fluorogenic cleavage. inhibition, % at 7.35 µM. 1.2% of 290,000 active;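 active = inhibition above the campaign mean inhibition over all tested compounds plus 3 SD, cut at about 28% in these data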;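 also: 0% = plate median of test compound wells and 100% = 2 mM ZnCl2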
OXTR agonist = activates the human oxytocin receptor; CHO-OTR cells, Fluo-8 calcium fluorescence; normalized: DMSO 0%, oxytocin 100%; activation, % at 3 µM; 0.32% of 320,000 active;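 active = activation above the mean of all tested compounds plus 3 SD, cutoff set per screening run, cut at about 20% in these data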;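 also: peak over basal fluorescence ratio from a 100 s FLIPR kinetic read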
MEKK2 mut-MEK5 = signal of MEK5 binding to mutant human MEKK2 PB1 domain | 0.35% of 290,000 active | bead flow cytometry, Alexa488-MEK5 binding to MEKK2 mutant | percent response, % at 10 µM | AID 1530; in the data active = percent response above about 24%, passing the limit was not always enough; also: inactives centre near 1; some results filed as inactive read as strong as hits
GalR3 antagonist = human GalR3 antagonism; HEK293 GalR3-CNG cAMP membrane potential fluorescence; galR3 body fused to GalR1 C-terminus; 0.44% of 360,000 active; inhibition, % at 3 µM; O60755;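 active = inhibition above the screen-wide average plus 3 SD, cut at about 13% in these data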;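 also: forskolin and galanin both at EC90 stimulate the cells; cAMP rise reported by CNG channel membrane potential dye signal; 0% = forskolin plus galanin with DMSO and 100% = forskolin alone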
Target sequence (O60755 1-299 limits assumed): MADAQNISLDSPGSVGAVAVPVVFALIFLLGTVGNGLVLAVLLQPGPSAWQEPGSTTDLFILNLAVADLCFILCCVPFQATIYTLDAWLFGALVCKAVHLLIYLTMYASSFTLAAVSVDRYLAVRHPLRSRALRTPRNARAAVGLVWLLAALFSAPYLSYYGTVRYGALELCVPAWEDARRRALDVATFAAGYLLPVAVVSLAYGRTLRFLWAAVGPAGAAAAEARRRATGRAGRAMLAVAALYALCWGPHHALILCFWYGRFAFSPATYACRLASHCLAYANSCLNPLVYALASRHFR
NALP1 yeast inh = blocks the NALP1 inflammasome reconstituted in yeast. S. cerevisiae NALP1/ASC/caspase-1 growth, X-gal OD620, 72 h. inhibition, % at 10 µM. 0.61% of 280,000 active; in the data active = inhibition mostly above about 24%, no sharp cut-off; inactive = mostly below about 32%; also: some compounds called inactive have numbers as strong as hits
* hit, by the source's call; . = no result given.

nr | smiles | MEKK2 mut-MEK5 | M18AAP inhibitor | OXTR potentiate | OXTR agonist | V1aR counter | GPR7 antagonist | GalR3 antagonist | MEKK2wt PB1 HTS | NALP1 yeast inh
1 | C/C(CC(=O)Nc1ccc(Cl)c(C(F)(F)F)c1)=N\NC(=O)c1cccc(O)c1 | -1 | 9 | -12 | 10 | 1.6 | -4 | 7 | 89 | 22
2 | Cc1cc(C)n2nc(CNS(=O)(=O)c3ccc(F)c(C)c3)nc2n1 | -6 | -1 | 2 | 0.2 | -0.3 | 7 | . | 99 | 4
3 | Cn1c(Sc2ccc(Br)cc2)c(C=O)c2ccccc21 | 8 | -1 | -5 | -2.2 | 0.0 | 0 | -2 | 102 | 4
4 | S=C(NC1CCCC1)N1CCN(c2cccc(Cl)c2)CC1 | 0 | 2 | -9 | 1.5 | 5.2 | -5 | -2 | 101 | 13
5 | Cc1ccccc1NN=Nc1nc2c([nH]1)c(=O)n(C)c(=O)n2C | 11 | -3 | -1 | 1.3 | -0.7 | -8 | -3 | 106 | 27
6 | CC1(C)CC(=O)C2=C(C1)OC(=O)CC2c1cccs1 (stereo not drawn) | -35 | -6 | -2 | 0.4 | 1.2 | 1 | -3 | 64 | .
7 | CC(=O)c1cc(C#N)c(SCc2ccncc2)nc1C | 0 | 12 | -2 | 0.4 | 0.9 | -6 | -3 | 100 | -3
8 | CC1CCc2c(sc(NC(=O)c3cccs3)c2C(=O)O)C1 (stereo not drawn) | -2 | 14 | -10 | -1.1 | 1.2 | 26 | -10 | 103 | 8
9 | CSc1ccc(C#N)cc1NC(=O)c1ccccc1C | -3 | -15 | -19 | -1.9 | -0.8 | -6 | 15* | 100 | 20
10 | Fc1ccc(N2CCN(Cc3c[nH]c4ccccc34)CC2)cc1 | -35 | -1 | -10 | 5.5 | 0.9 | 14 | . | 81 | .
11 | Cc1ccc(NC(=O)CN(c2ccc3c(c2)OCO3)S(=O)(=O)c2c(C)n[nH]c2C)cc1 | 3 | 4 | -9 | 2.4 | 5.2 | -13 | 0 | 109 | -2
12 | O=C(CCN1C(=O)C2CC=CCC2C1=O)Nc1cc(C(F)(F)F)ccc1N1CCCC1 (stereo not drawn) | . | . | -4 | 0.5 | 0.4 | . | -5 | . | .
13 | O=[N+]([O-])c1ccc(O)c(-c2nn[nH]n2)c1 | 7 | 19 | -2 | 1.1 | 0.5 | -7 | -1 | 103 | 3
14 | Cc1ccc(N(CCC#N)C(=O)COC(=O)C2CCN(S(=O)(=O)c3ccc4c(c3)OCCO4)CC2)cc1 | . | . | -5 | 0.3 | -0.1 | . | 2 | . | .
15 | COc1ccc(-c2csc(NCCn3c(C)nc4cc(C(F)(F)F)ccc43)n2)cc1 | . | . | -1 | 2.2 | 0.2 | . | -3 | . | .
16 | O=C(c1ccc([N+](=O)[O-])cc1)N1CCN=C1SCc1ccccc1 | -5 | -14 | 0 | -0.6 | 0.4 | 0 | -2 | 87 | 14
17 | CCC(C(=O)O/N=C(\N)c1ccccc1)c1ccccc1 (stereo not drawn) | 1 | 6 | 0 | -1.3 | -0.6 | -3 | 2 | 101 | 26
18 | N=C1C(c2nc(-c3ccc(F)cc3)cs2)=C(O)CN1CCCN1CCOCC1 | 14 | 2 | -2 | -0.5 | -1.1 | 2 | -4 | 124 | -3
19 | CC(C)NC(=O)c1cc(-c2ccco2)on1 | 1 | -9 | -1 | -0.7 | -0.1 | -12 | . | 98 | 26
20 | COc1ccc(CCNC(=O)C(C(=O)c2ccc(F)cc2)n2ccccc2=O)cc1OC (stereo not drawn) | -3 | 5 | 7 | 3.9 | 1.1 | 0 | -7 | 94 | 16

Ordered by SMILES length (low to high): 3 of the compounds above.
nr | smiles | MEKK2 mut-MEK5 | M18AAP inhibitor | OXTR potentiate | OXTR agonist | V1aR counter | GPR7 antagonist | GalR3 antagonist | MEKK2wt PB1 HTS | NALP1 yeast inh
10 | Fc1ccc(N2CCN(Cc3c[nH]c4ccccc34)CC2)cc1 | -35 | -1 | -10 | 5.5 | 0.9 | 14 | . | 81 | .
18 | N=C1C(c2nc(-c3ccc(F)cc3)cs2)=C(O)CN1CCCN1CCOCC1 | 14 | 2 | -2 | -0.5 | -1.1 | 2 | -4 | 124 | -3
20 | COc1ccc(CCNC(=O)C(C(=O)c2ccc(F)cc2)n2ccccc2=O)cc1OC (stereo not drawn) | -3 | 5 | 7 | 3.9 | 1.1 | 0 | -7 | 94 | 16

Next section
nr | smiles | MEKK2 mut-MEK5 | M18AAP inhibitor | OXTR potentiate | OXTR agonist | V1aR counter | GPR7 antagonist | GalR3 antagonist | MEKK2wt PB1 HTS | NALP1 yeast inh
21 | CCc1ccc(NC(=O)c2cc(-c3ccc(OC)cc3)on2)cc1 | 10 | 4 | 6 | 1.1 | 0.8 | -6 | -5 | 104 | 23
22 | COc1cccc(/C=N/n2c(C3CCCCC3)n[nH]c2=S)c1OC | 6 | 4 | -16 | -2.0 | -0.8 | -13 | -4 | 104 | -6
23 | Brc1ccc(-c2noc(COc3ccc4ccccc4c3)n2)o1 | 7 | 6 | -4 | 0.7 | 0.5 | 4 | 5 | 108 | 16
24 | CCOC(=O)c1c(NC(=O)CN2CCCCC2)sc2c1CCCC2O (stereo not drawn) | 6 | 5 | -6 | -1.1 | -1.5 | 9 | 0 | 105 | -2
25 | Cn1c(=O)c2c(nc(Oc3ccccc3Br)n2C)n(C)c1=O | 2 | 5 | . | . | . | -13 | -8 | 99 | -22
26 | COc1ccccc1C(=O)NCCC(=O)N1CCCC(C)C1 (stereo not drawn) | 6 | -2 | -6 | 0.0 | -0.5 | 6 | 0 | 115 | 10
27 | O=C(c1ccc(CS(=O)(=O)c2ccccc2)o1)N1CCN(c2ccccc2)CC1 | 4 | -2 | -1 | 0.5 | 1.4 | -7 | -8 | 100 | 6
28 | Cc1ccc(C23CC4CC(CC(C(=O)OCC(=O)N(C)C)(C4)C2)C3)cc1 | 4 | -2 | -1 | -0.7 | 4.7 | -11 | -9 | 108 | -94
29 | COc1ccc(OC)c(C(=O)c2coc3cc(Br)c(O)c(Br)c23)c1 | . | . | -1 | -0.1 | 2.6 | . | -5 | . | .
30 | O=C(CN(C(=O)c1ccc(Cl)cc1Cl)N1C(=O)C2C3C=CC(C3)C2C1=O)c1ccc(F)cc1 (stereo not drawn) | 5 | 9 | -10 | -0.4 | 0.1 | -18 | 0 | 102 | .
31 | COc1ccccc1NC(C)C(=O)N/N=C/c1ccccc1OCc1cccc(Br)c1 (stereo not drawn) | -2 | 2 | -13 | -1.1 | 0.7 | -1 | 2 | 88 | 20
32 | COCn1c(COc2ccc3ccccc3c2)nc2ccccc21 | 4 | 2 | -13 | -0.1 | 3.2 | 12 | -3 | 98 | 4
33 | COc1ccc(CCNC(=O)CN2C(=O)NC(C)(c3ccc([N+](=O)[O-])cc3)C2=O)cc1 (stereo not drawn) | -3 | -5 | -9 | 0.0 | 1.4 | 1 | 1 | 99 | 1
34 | Cc1cc(C)cc(NC(=O)CNC(c2ccccc2)c2ccccc2)c1 | 1 | 2 | -7 | -1.6 | 0.8 | 6 | -14 | 96 | 30
35 | N#C/C(=C\c1cn(Cc2ccccc2C#N)c2ccccc12)C(=O)NCc1cccs1 | . | -3 | 2 | 0.7 | -0.1 | -4 | -5 | . | 19
36 | CCc1ccc(NC(=O)CSc2nc3ccccc3nc2N2CCCCC2)cc1 | -3 | 1 | 3 | -0.3 | -0.1 | -21 | . | 95 | 17
37 | COc1ccc(COC(=O)Nc2cn(C)nc2C(F)(F)F)cc1 | 3 | 1 | -6 | 0.5 | 2.0 | -14 | -3 | 106 | 6
38 | COc1cccc(CC(=O)Nc2ccc3nc(C)sc3c2)c1 | 0 | -1 | -2 | -0.4 | 0.7 | -1 | -2 | 107 | 40
39 | Cc1ccc(S(=O)(=O)/N=c2\sccn2C)cc1 | 3 | 0 | -2 | -0.4 | 0.6 | -4 | -8 | 108 | 0
40 | C=CCn1c(SCC(=O)Nc2ccccc2OC)nc2c([nH]c3ccccc32)c1=O | 8 | 3 | -8 | -2.0 | -1.7 | -20 | -1 | 103 | 16
41 | O=C(NC(=S)NCCCN1CCOCC1)c1ccco1 | 0 | 3 | -12 | 0.3 | -0.3 | -7 | 6 | 109 | 21
42 | C/C=C/C=C\C(=O)Nc1cccc(C2=NOC3(C2)C[C@H](C(N)=O)N(C(=O)CC#N)C3)c1 (stereo partly drawn) | 3 | . | 3 | 0.4 | 0.3 | . | -5 | 86 | 16
43 | c1ccc2c(c1)CC/C2=N/Nc1nc2ccccc2[nH]1 | 4 | 3 | -6 | -0.7 | -1.5 | -8 | -3 | 132 | 0
44 | CCC1(c2ccccc2)NC(=O)N(CC(=O)N2CCc3ccccc32)C1=O (stereo not drawn) | . | . | -12 | 11 | 4.1 | . | -4 | . | .
45 | CC(C)(CO)NS(=O)(=O)c1ccc2c(c1)C(=NO)c1cc(S(=O)(=O)NC(C)(C)CO)ccc1-2 | -5 | -4 | -2 | 0.6 | 0.2 | -1 | -7 | 88 | 1
46 | COC(=O)CNC(=O)COc1ccccc1 | 8 | -4 | -5 | 1.0 | 0.8 | -2 | -1 | 108 | -4
47 | C[C@@H]1NC(=O)[C@H](CCC(N)=O)NC(=O)c2cc([N+](=O)[O-])cc(I)c2NCCC[C@@H](C(N)=O)NC1=O | -5 | -8 | 0 | 0.1 | 3.5 | -10 | -5 | 93 | 14
48 | COc1cc(NC(=O)C2CCCN(S(=O)(=O)c3ccc4[nH]c(=O)ccc4c3)C2)cc(OC)c1 (stereo not drawn) | -1 | -1 | -6 | 0.0 | 0.5 | 8 | -1 | 97 | 13
49 | O=C(CSc1ccccn1)NC1CCCC1 | -12 | -4 | 2 | 0.3 | 0.4 | 10 | . | 69 | 13
50 | Cn1cc([N+](=O)[O-])c(C(=O)NC2CCCCCCC2)n1 | 3 | -2 | -6 | 0.4 | -0.1 | 0 | -2 | 100 | 12
51 | CC(C)CCn1c(=O)[nH]c2ccccc21 | 6 | -4 | -3 | -0.4 | 0.4 | -7 | -6 | 106 | .
52 | CC(=O)Nc1ccc(S(=O)(=O)Nc2ccn(Cc3ccccc3Cl)n2)cc1 | 0 | 1 | . | . | . | -6 | 3 | 100 | 26
53 | Cc1cc(C)c2[nH]c(=O)c(CN(CC3CCCO3)C(=O)C3CCCO3)cc2c1 (stereo not drawn) | 5 | -11 | -12 | -0.3 | -0.3 | -11 | 3 | 104 | -21
54 | COc1ccc(C2c3c(-c4ccccc4O)n[nH]c3C(=O)N2Cc2ccco2)cc1 (stereo not drawn) | -7 | 3 | -10 | -1.4 | 5.5 | -6 | -6 | 89 | .
55 | CCCCn1nnnc1SCC(=O)NCc1ccccc1 | -1 | -1 | -18 | -0.6 | -0.1 | 8 | 2 | 99 | 11
56 | COc1ccc(CN(C)C(=O)Cc2c[nH]c3ccccc23)c(OC)c1OC | 1 | -6 | . | . | . | -6 | -9 | 99 | 8
57 | CC1=Nc2ccccc2NC(=O)C1Sc1nnc(C)s1 (stereo not drawn) | 5 | 1 | -8 | -0.7 | 0.0 | -3 | -2 | 110 | -20
58 | CC(=O)c1ccc(S(=O)(=O)NCCCC(=O)NCCc2ccccn2)cc1 | 1 | -16 | 0 | 1.3 | 0.4 | -5 | -4 | 104 | 14
59 | Cc1ccccc1Cn1c(O)c(N=NC(=S)Nc2ccccc2F)c2ccccc21 | -5 | 6 | -3 | -0.8 | -0.5 | -15 | -8 | 89 | 19
60 | CC(C(=O)Nc1cccc([N+](=O)[O-])c1)[n+]1ccccc1 (stereo not drawn) | -2 | -14 | -5 | 0.4 | 0.5 | 4 | -2 | 104 | 4
61 | CCOC(=O)N1CCN(CC(=O)Nc2sccc2C#N)CC1 | -2 | 6 | -7 | 0.5 | -0.4 | 5 | 3 | 96 | -8
